High-throughput results deposited in PubChem by Sanford-Burnham Center for Chemical Genomics.
UPR XBP1 act: activators of adaptive arm of unfolded protein response (XBP1); hit rate 0.33% among 330,000; CHO-XBP1 luciferase reporter, IRE1-XBP1 UPR activation, luminescence; percent of tunicamycin response, DMSO as zero; activation, % at 20 µM;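 active = versus positive control, 20 µM dose yields 30% or more activation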;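 also: 100% = tunicamycin at 10 µg/mL and 0% = DMSO only wells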
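Material: CHO cell line with stable XBP1 luciferase reporter; buffer or medium: F12 medium containing 10% fetal bovine serum; compound: single point, 20 µM final compound, 1% DMSO; incubation: 6 h treatment, 37 °C; measured by: glow luminescence from Steady-Glo reagent; evaluation: activation, % of tunicamycin; control set: tunicamycin high, DMSO low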
TIM10 inh: growth inhibitors of TIM10 yeast strain. S. cerevisiae TIM10 strain growth, BacTiter-Glo luminescence, 24 h. inhibition, % at 10 µM. hit rate 1.4% among 330,000. AID 463195;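 active = inhibition of 40% or more at the single tested concentration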;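 also: wild-type TIM10 isogenic control strain grown at permissive 25 °C; 0% = DMSO yeast wells and 100% = minimal medium wells without yeast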
tim10-1 inh: inhibits growth of tim10-1 mutant yeast. S. cerevisiae tim10-1 ts strain growth, BacTiter-Glo, 24 h. inhibition, % at 20 µM. hit rate 2.2% among 330,000;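 active = inhibition of at least 40%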;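 also: mutant grown at 25 °C; 0% = DMSO wells with yeast and 100% = wells holding no yeast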
tim23-1 inh: inhibits growth of tim23-1 mutant yeast | S. cerevisiae tim23-1 growth, BacTiter-Glo luminescence, 24 h | hit rate 1.3% among 330,000 | inhibition, % at 20 µM | AID 463212;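 active = growth inhibition of the mutant yeast at or above 50%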;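 also: temperature-sensitive mutant grown at 25 °C; plate controls were DMSO-treated mutant yeast for no effect and medium wells lacking yeast for full effect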
NLRP3 yeast inh: blocks the NALP3 inflammasome reconstituted in yeast; Yeast reconstituted NLRP3/ASC/caspase-1, beta-gal luminescence, 24 h; inhibition, % at 10 µM; hit rate 0.39% among 330,000; AID 2825;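 active = inhibition of 50% or more; inactive = inhibition below 50%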;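 also: plate controls were induced DMSO wells for no effect and uninduced yeast grown without galactose for full effect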
UPR CHOP act: apoptotic UPR (CHOP) activation; CHO-CHOP luciferase reporter, luminescence; percent of tunicamycin response over DMSO baseline; activation, % at 10 µM; hit rate 0.34% among 330,000;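 active = at 10 µM dose, activation of 40% or more, normalized to positive control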;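 also: 100% = tunicamycin at 10 µg/mL and 0% = DMSO alone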
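System: CHO-CHOP luciferase reporter cell line; amount: 500 cells/well; buffer or medium: F12 medium containing 10% fetal bovine serum; incubation: 6 h compound exposure at 37 °C after overnight seeding; measured by: luciferase luminescence after 10 min with Steady-Glo reagent; evaluation: % reporter activation, DMSO baseline versus tunicamycin full activation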
GRIN3A LBD mod: modulators (binders) of human NR3A ligand-binding domain; NR3A LBD differential scanning fluorimetry, Tm shift; 0% = protein alone, 100% = glycine-bound protein; Tm shift relative to glycine control, % at 25 µM; hit rate 2.5% among 340,000;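 active = melting temperature shift of at least 10% of the positive control shift, at one fixed dose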
Mdm2 MdmX PPI: human Mdm2/MdmX binding inhibition | hit rate 3% among 330,000 | SaOS-2 split-luciferase Mdm2/MdmX complementation, luminescence | inhibition, % at 8 µM;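 active = inhibition of at least 50% at 8 µM in the primary screen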
APJ ag: activates the human apelin receptor APJ | P35414 | CHO-K1 APJ PathHunter beta-arrestin, luminescence; 0% DMSO wells, 100% apelin | hit rate 0.11% among 330,000 | activation, % at 20 µM;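 active = activation more than six SD over the plate average, tested at 20 µM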;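 also: 0% = DMSO alone and 100% = apelin-13 at 10 nM; some results filed as inactive read as strong as hits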
Target sequence (P35414 whole entry, looked up): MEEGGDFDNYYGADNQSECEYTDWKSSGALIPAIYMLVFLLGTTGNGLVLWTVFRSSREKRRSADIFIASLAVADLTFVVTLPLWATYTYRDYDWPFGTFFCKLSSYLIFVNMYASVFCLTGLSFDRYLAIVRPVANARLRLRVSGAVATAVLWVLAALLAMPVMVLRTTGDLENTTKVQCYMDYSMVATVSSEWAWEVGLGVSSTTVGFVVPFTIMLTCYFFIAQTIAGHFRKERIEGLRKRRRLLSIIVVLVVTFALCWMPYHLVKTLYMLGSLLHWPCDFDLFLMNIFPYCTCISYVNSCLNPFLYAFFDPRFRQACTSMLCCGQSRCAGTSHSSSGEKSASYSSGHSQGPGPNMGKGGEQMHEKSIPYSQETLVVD
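Incubation: overnight seeding, 90 min compound at 25 °C, 1 h detection; test system: PathHunter CHO-K1 APJ (AGTRL-1) beta-arrestin reporter cells; amount: 1000 cells/well; doses: one dose, 20 µM compound, 1% DMSO; measured by: beta-gal luminescence; measure: agonist-driven arrestin binding to APJ; benchmarks: negative DMSO alone, positive Apelin-13 at 10 nM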
Starred values were filed as active, the others as inactive.

Values run as follows: UPR XBP1 act, TIM10 inh, tim10-1 inh, tim23-1 inh, NLRP3 yeast inh, UPR CHOP act, GRIN3A LBD mod, Mdm2 MdmX PPI, APJ ag
COc1ccccc1CNC(=O)COC(=O)c1cccc(S(=O)(=O)N2CCOCC2)c1
  -2, 18, 5, 17, 6, -0.1, -3, 3, -1
CCOC(=O)Cc1csc(NC(=O)CN(C)S(=O)(=O)c2cccc3cccnc23)n1
  -2, -2, 3, 2, 5, -3.3, -2, 26, -2
c1ccc2c(CN3CCOCC3)csc2c1
  2, -2, 6, 7, -5, 3.5, 0, -4, -3
COc1cc(NC(=O)c2ccccc2-n2cnnn2)cc(OC)c1
  -2, 7, 3, 15, 2, -0.3, -3, 8, 8
O=C(Nc1ccc(O)cc1)c1cccc(Oc2ccc([N+](=O)[O-])cc2)c1
  -5, 25, 30, 30, 10, 0.8, 32*, 5, -2
C=CCn1c(SCC)nc2sc3c(c2c1=O)CCc1ccccc1-3
  2, 29, 30, 10, 12, 0.4, 2, -39, -6
CCOc1ccc2nc(NS(=O)(=O)c3ccc4c(c3)n(C)c(=O)n4C)sc2c1
  -1, 16, 10, 8, 3, -1.2, 29*, 13, 0
Cc1cc(-n2c(C)cc(C(=O)CSc3nnnn3-c3ccccc3)c2C)no1
  -5, 39, 20, -3, -1, -0.7, 9, 12, -3
Cc1ccc(NS(=O)(=O)c2cccc(C(=O)NNC(=O)c3cccn3C)c2)c(C)c1
  9, 6, -9, -2, 2, 3.3, 2, -6, -4
Cc1cc(OCC(=O)NCC(O)c2ccccc2)c2c(C)c(C)c(=O)oc2c1 (stereo unspecified)
  -4, 5, 11, 9, 6, 0.1, 2, -4, 1
CCc1nn(C)c(-c2n[nH]c(=S)n2N)c1Cl
  0, 11, -1, 0, 9, -1.2, -1, -2, -1
COc1cc(OC)c(OC)cc1CN1CCN(Cc2cccc(F)c2)CC1
  -2, -1, -7, 0, 14, 1.2, -5, 1, 1
Cc1cc(Oc2ccc(C#N)cc2)nc(NCc2ccccc2)n1
  0, 20, 21, 13, 19, -3.2, 5, 21, 2
O=C(Nc1ccc(Nc2ccccc2)cc1)c1cc([N+](=O)[O-])ccc1Cl
  -6, 8, 12, 32, 26, 4.4, 4, 54*, 11
CC(=O)c1c(C)[nH]c(C(=O)OCC(=O)Nc2ccc3[nH]c(=O)[nH]c3c2)c1C
  -5, -12, -5, 0, 8, 4.0, 21*, 28, 5
Cc1c(NC(=O)C2CCN(S(=O)(=O)c3ccc(Cl)cc3)CC2)c(=O)n(-c2ccccc2)n1C
  -1, -20, 2, 19, -9, -1.0, 13*, 13, -2
O=C(Nc1cc(N2CCOCC2)ncn1)NC1(C(F)(F)F)Oc2ccccc2O1
  4, -12, 15, 0, -19, 0.7, 0, -11, -1
CCOC(=O)C1=C(C)NC(C)=C(C(=O)OCC)C1c1cccs1
  -1, -21, 21, 7, -9, 7.9, -3, 25, -2
c1ccc2c(CSc3ncnc4nc[nH]c34)cccc2c1
  -1, 22, 22, -2, 12, -0.3, -5, 25, 2
O=c1[nH]cnc2cc(-c3ccc(Br)cc3)sc12
  6, 2, 10, 7, 16, 6.7, -7, -30, 1
CCOC(=O)Cc1csc(NC(=O)CSc2nncn2C)n1
  -3, -3, -10, 3, 1, 0.6, 2, -13, -1
Cc1nnc(SCC(=O)N(CC(C)C)C2CCS(=O)(=O)C2)s1 (stereo unspecified)
  -1, -4, 5, 7, 15, -2.6, 1, 21, 0
CCN(CC)C(=O)c1ccccc1NS(=O)(=O)c1ccc(C)cc1
  0, 27, 18, 33, 9, 0.3, -3, 9, -6
O=C(NNC1CC(=O)N(c2ccc(Cl)cc2)C1=O)c1ccccn1 (stereo unspecified)
  -3, 12, 7, 10, 0, -2.6, -1, 0, 1
Cc1nc(CNC(=O)CC2C(=O)NCCN2Cc2ccoc2)nc2c1CCCC2 (stereo unspecified)
  -1, 13, -11, 4, -18, 0.3, -2, 5, -5
NNc1ccc(Cl)nn1
  -2, -16, -9, 6, 1, -0.3, 0, -29, 0
CCN1CCC(N2CCN(c3ccc(Cl)cc3)CC2)CC1
  -3, 8, -5, 6, 5, 2.7, 0, 4, -2
Cc1nn(-c2ccccc2)c2nc(C(F)(F)F)[nH]c(=O)c12
  0, 2, 21, 4, -8, -1.1, -1, -12, -2
CCOC(=O)c1ccc(Nc2ncccc2[N+](=O)[O-])cc1
  3, -7, 5, 9, 25, 3.1, -4, -201, 10
COc1ccc(-c2coc3cc(OC4OC(CO)C(O)C(O)C4O)cc(O)c3c2=O)cc1 (stereo unspecified)
  7, 16, 15, 13, 9, 3.3, 4, -115, -3
O=C(Nc1cccnc1)c1cc(-c2cccnc2)nc2ccc(Br)cc12
  -1, -7, 10, -7, 2, 0.0, -7, -7, 1
Cc1cc(NC(=O)CSc2nc3ccccc3c(=O)n2C(C)c2ccccc2)no1 (stereo unspecified)
  -4, -16, -2, -4, 11, -0.8, -2, 72*, -1
Cc1ccc(SCCNC(=S)Nc2ccc(C)cc2C)cc1
  -1, 24, 44*, 32, 7, -0.5, -3, 13, -2
Cc1cc(NS(=O)(=O)c2ccc(NC(=O)C(CC(C)C)N3C(=O)c4ccccc4C3=O)cc2)nc(C)n1 (stereo unspecified)
  0, 1, 13, 15, 11, -2.3, -11, 1, -2
CCOc1ccccc1/C=N/NC(=O)c1ccc(Cn2cc([N+](=O)[O-])cn2)o1
  1, 3, 13, 21, 3, -1.2, 10, 6, 7
COc1cc2c3c(c1)/C(=C1/SC(NC(C)=O)=NC1=O)C(=O)N3C(C)(C)C=C2C
  0, 30, 62*, 45, 10, -2.1, -5, 7, 5
CNC(=O)c1cccc(N2CCCC2=O)c1
  1, 4, -7, 11, 4, 0.6, 0, -21, -1
NS(=O)(=O)c1ccc(CCNC(=O)C(=O)NCC2OCCN2S(=O)(=O)c2cccs2)cc1 (stereo unspecified)
  -1, -2, 7, -2, 9, 1.5, 2, -22, 0
Cn1cc(Br)c(C(=O)Nc2ncc(Br)s2)n1
  2, 1, 8, -11, 8, 2.5, 1, 44, -2
CN(CC(=O)NC1CCCCCCC1)S(=O)(=O)c1cnc[nH]1
  1, 22, 3, -6, 11, 1.5, -1, -14, -3
Cc1cccc(OCCCn2c(=O)oc3ccc(C)cc32)c1
  3, 21, 23, -5, 3, 2.2, 1, 10, -2
COc1ccc(Cl)cc1NC(=O)Nc1ccccc1C(N)=O
  -1, 3, 6, -9, 8, 0.7, -8, -7, 0
Cc1c(Cc2ccc3c(c2)OCO3)sc(NC(=O)c2cccc3ccccc23)c1C(N)=O
  1, 13, 16, 11, -2, 1.4, 0, 49, -6
Cc1c(C(C)C)c(=O)n(-c2ccc(S(=O)(=O)NC3CC3)cc2)n1C
  3, -3, -8, 6, 6, -1.5, 0, 11, -1
Cc1cccc(N2CCN(C(=O)c3ccc(CNc4c(N5CCC(C)CC5)c(=O)c4=O)cc3)CC2)c1C
  0, 27, -8, 14, 9, 1.8, -2, 46, -1
Cn1c(=N)n(CC(O)c2cccs2)c2ccccc21 (stereo unspecified)
  0, -7, -24, -6, 11, 0.1, -3, 4, -3
O=Cc1c[nH]c2cccc(OCc3ccccc3)c12
  1, 9, 59*, 54*, 19, 6.5, -2, 57*, 6
O=C(c1cn(-c2ccccc2)nc1-c1cccc(Br)c1)N1CCOCC1
  -4, 8, 34, 36, 9, 0.1, -2, 8, 2
CCOC(=O)C1C(=O)CC(C)(O)C(C(=O)OCC)C1c1ccc2c(c1)OCO2 (stereo unspecified)
  -1, 0, 24, 17, 4, -0.2, -1, -18, 0
Cc1cc(C)c2nc(N3C(=O)C(O)=C(C(=O)c4ccco4)C3c3cccc(O)c3)sc2c1 (stereo unspecified)
  2, 15, 12, 25, 12, 1.6, -2, -9, -4
CSc1cccc(NC(=S)N(Cc2ccccc2)Cc2cccnc2)c1
  -3, 25, 19, 3, 3, 2.5, -1, 16, -3
COc1ccc(S(=O)(=O)NCC(c2ccc3c(c2)OCO3)N2CCN(c3ccccc3)CC2)cc1 (stereo unspecified)
  -4, 2, 12, 23, 14, 3.1, 3, 25, -3
COc1cc(C(=O)Nc2ccccc2C(=O)NCc2cccnc2)cc(OC)c1OC
  1, 12, 9, 3, 4, 0.5, -2, 10, 3
C/C(=N\Nc1ccc(S(N)(=O)=O)cc1[N+](=O)[O-])c1cccnc1
  1, -21, -5, -10, 13, 3.5, -1, 58*, 1
COCCCNC(=O)c1ccccc1Sc1ccc(NC(C)=O)nc1
  -5, 6, 23, 10, 31, 1.0, -1, -24, -2
CC(=O)c1ccc(OCc2cc(C(=O)N(C)Cc3cc(C)no3)no2)cc1
  -7, -6, 11, 2, 24, 4.0, 3, -15, 5
COc1ccc(C(=O)CSc2ccc(-c3ccco3)nn2)cc1
  0, 8, -16, 14, 21, 3.1, 1, -1, -1

In the list so far, these contain two or more sulfur atoms:
Values run as follows: UPR XBP1 act, TIM10 inh, tim10-1 inh, tim23-1 inh, NLRP3 yeast inh, UPR CHOP act, GRIN3A LBD mod, Mdm2 MdmX PPI, APJ ag
CCOC(=O)Cc1csc(NC(=O)CN(C)S(=O)(=O)c2cccc3cccnc23)n1
  -2, -2, 3, 2, 5, -3.3, -2, 26, -2
C=CCn1c(SCC)nc2sc3c(c2c1=O)CCc1ccccc1-3
  2, 29, 30, 10, 12, 0.4, 2, -39, -6
CCOc1ccc2nc(NS(=O)(=O)c3ccc4c(c3)n(C)c(=O)n4C)sc2c1
  -1, 16, 10, 8, 3, -1.2, 29*, 13, 0
CCOC(=O)Cc1csc(NC(=O)CSc2nncn2C)n1
  -3, -3, -10, 3, 1, 0.6, 2, -13, -1
Cc1nnc(SCC(=O)N(CC(C)C)C2CCS(=O)(=O)C2)s1 (stereo unspecified)
  -1, -4, 5, 7, 15, -2.6, 1, 21, 0
Cc1ccc(SCCNC(=S)Nc2ccc(C)cc2C)cc1
  -1, 24, 44*, 32, 7, -0.5, -3, 13, -2
NS(=O)(=O)c1ccc(CCNC(=O)C(=O)NCC2OCCN2S(=O)(=O)c2cccs2)cc1 (stereo unspecified)
  -1, -2, 7, -2, 9, 1.5, 2, -22, 0
CSc1cccc(NC(=S)N(Cc2ccccc2)Cc2cccnc2)c1
  -3, 25, 19, 3, 3, 2.5, -1, 16, -3
